STK33 kinase inh – inhibitors of human STK33 kinase. inhibition, % at 10 µM. purified STK33, MBP phosphorylation, ADP-Glo luminescence. AID 2661. Q9BYT3. 0.073% of 320,000 active;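 active = inhibition at or above 25%, using the most active replicate where run in duplicate; inactive = inhibition below 25%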
Target sequence (Q9BYT3 whole entry, looked up): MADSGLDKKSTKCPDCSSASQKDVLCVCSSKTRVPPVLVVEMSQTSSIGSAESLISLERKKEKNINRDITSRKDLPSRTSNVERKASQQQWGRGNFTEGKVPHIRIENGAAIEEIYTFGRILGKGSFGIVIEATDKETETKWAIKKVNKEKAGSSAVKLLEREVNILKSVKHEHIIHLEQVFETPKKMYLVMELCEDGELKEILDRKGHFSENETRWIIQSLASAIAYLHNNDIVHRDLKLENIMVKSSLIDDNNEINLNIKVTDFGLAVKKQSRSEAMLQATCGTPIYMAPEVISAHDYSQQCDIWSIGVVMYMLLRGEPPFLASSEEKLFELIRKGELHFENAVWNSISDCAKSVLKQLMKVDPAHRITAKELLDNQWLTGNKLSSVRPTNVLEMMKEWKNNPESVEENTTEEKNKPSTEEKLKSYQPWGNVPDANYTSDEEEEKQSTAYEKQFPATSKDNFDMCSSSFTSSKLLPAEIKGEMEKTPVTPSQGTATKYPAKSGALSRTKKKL
OX1R antag-1 – human HCRTR1 antagonism; O43613; CHO/OX1R cells, Fluo-8 calcium fluorescence, orexin A; inhibition, % at 5 µM; 0.43% of 330,000 active; AID 434989;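 active = inhibition above its plate's threshold, mean inhibition of all tested compounds on the plate plus 3 SD, cut at about 37% in these data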;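 note: 0% = orexin A challenge wells and 100% = SB-334867-A antagonist wells; not every result past the cut was called active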
Target sequence (O43613 whole entry, looked up): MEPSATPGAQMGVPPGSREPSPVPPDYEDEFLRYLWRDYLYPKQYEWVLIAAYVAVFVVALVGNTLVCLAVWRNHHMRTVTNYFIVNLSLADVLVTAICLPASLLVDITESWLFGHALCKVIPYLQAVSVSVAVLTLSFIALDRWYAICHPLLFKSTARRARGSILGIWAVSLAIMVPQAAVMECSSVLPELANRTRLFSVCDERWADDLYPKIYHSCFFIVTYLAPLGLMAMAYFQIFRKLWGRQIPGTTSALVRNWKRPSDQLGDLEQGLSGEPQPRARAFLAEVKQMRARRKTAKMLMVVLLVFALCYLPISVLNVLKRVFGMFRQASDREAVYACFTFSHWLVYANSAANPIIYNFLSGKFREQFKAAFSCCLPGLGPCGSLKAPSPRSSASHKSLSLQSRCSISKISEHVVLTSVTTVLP
OX1R antag-2 – OX1R (human) antagonism; O43613; OX1R-expressing cells, FRET antagonist read-out; inhibition, % at 6.6 µM; 1.8% of 330,000 active; AID 485270; in the data active = inhibition mostly above about 38%, no sharp cut-off; inactive = mostly below about 40%;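 note: 0% = agonist challenge alone and 100% = reference antagonist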
* = called active by the depositor; x = no result given. Not a hit list. Share with any hit: about 2.2%.

SMILES	STK33 kinase inh	OX1R antag-1	OX1R antag-2
O=C1N(Cc2cccnc2)C[C@@H]2C[C@@H](c3ccc4nsnc4c3)N3CCC[C@@]123	-0.4	-18	33
Cc1ccc(S(=O)(=O)NNC(=O)C2CC=CCC2C(=O)O)cc1 (configuration not stated)	2.1	-10	6
O=C(NCC(=O)N(CCc1ccccc1)C(C(=O)NC1CCCCC1)c1ccncc1)c1ccco1 (configuration not stated)	-0.4	-41	6
COC(=O)C1=C(C)N(Cc2ccccc2)C(=O)N[C@H]1CCc1ccccc1	-0.2	-2	2
O=C(COc1ccc([N+](=O)[O-])cc1)Nc1ccc2[nH]c(=O)[nH]c2c1	-0.5	-10	14
CCOC(=O)N/N=C1\CC(C)CC(C)(C)C1 (configuration not stated)	x	-4	12
COC(=O)[C@@H]1C[C@@]2(O)[C@@H](O)[C@@H](O)[C@@H](O)C[C@H]2N1Cc1ccc(C)s1	0.1	2	29
CCOC(=O)N1CCN(C(=O)C2CCN(S(=O)(=O)c3ccccc3)CC2)CC1	-1.6	-15	7
COc1cccc(CNCC2CCCO2)c1 (configuration not stated)	-0.2	-12	10
Cc1ccc(C(=O)CSc2nnc(-c3cccs3)n2C)o1	0.9	-22	5
C=CCn1c(C(CC(C)C)CC(C)O)n[nH]c1=S (configuration not stated)	-0.7	-19	7
COc1ccc(NC(=O)CN(c2ccccc2)S(=O)(=O)N(C)C)cc1OC	-0.2	-15	35
CCOC(=O)C(C)Sc1nc(-c2ccco2)cc(C(F)(F)F)c1C#N (configuration not stated)	-1.0	-22	28
Cc1ccc(NC(=O)CCC(=O)OC(C)C(=O)c2ccccc2)cc1 (configuration not stated)	-0.3	3	6
Cc1cc(C)cc(C(=O)OCC(=O)NCC(F)(F)F)c1	-0.5	-10	11
CCCc1cc(=O)[nH]c(SCC(=O)Nc2cccc(S(=O)(=O)N3CCOCC3)c2)n1	0.1	9	3
COc1cccc(N/C(SC)=C(/C#N)C(=O)NCc2cccs2)c1	-2.2	-28	34
O=C(NCc1ccc(Cl)cc1)C1CCCN1C(=O)Nc1ccccc1 (configuration not stated)	-3.0	-9	9
Cc1ccc(-n2nc3c(c2NC(=O)CC(C)C)CS(=O)(=O)C3)cc1	-0.3	-3	3
Cc1ccc(-n2c(SCC(=O)N(C)C3CCS(=O)(=O)C3)nc3ccccc3c2=O)cc1 (configuration not stated)	-5.2	-13	16

Next section, starting with the last 3 of the part before.
SMILES	STK33 kinase inh	OX1R antag-1	OX1R antag-2
O=C(NCc1ccc(Cl)cc1)C1CCCN1C(=O)Nc1ccccc1 (configuration not stated)	-3.0	-9	9
Cc1ccc(-n2nc3c(c2NC(=O)CC(C)C)CS(=O)(=O)C3)cc1	-0.3	-3	3
Cc1ccc(-n2c(SCC(=O)N(C)C3CCS(=O)(=O)C3)nc3ccccc3c2=O)cc1 (configuration not stated)	-5.2	-13	16
Clc1ccc(CSc2cc3c(nn2)-c2ccccc2CC3)cc1Cl	9.5	-31	30
Cc1c(NC2=NC3(CCCCC3)Cc3ccccc32)c(=O)n(-c2ccccc2)n1C	-1.9	-12	-4
COC(=O)c1c(NC(C)=O)sc(C(=O)Nc2ccccc2)c1C	0.5	4	16
CCn1c(-c2csc3c2CCC(C)C3)n[nH]c1=S (configuration not stated)	-2.2	-13	28
CCC(C)C(=O)Nc1cc(C(=O)OC)cc(C(=O)OC)c1 (configuration not stated)	0.1	-21	12
CC(C)CNC(=O)COC(=O)c1ccc2c(c1)C(=O)N(Cc1ccco1)C2=O	-1.1	-12	26
CCc1ccc(NC(=O)CN2C(=O)CC(C)S(=O)(=O)c3ccccc32)cc1 (configuration not stated)	-0.7	-34	11
COc1ccc(NC(=O)COn2nnc3ccc(Cl)cc32)cc1OC	1.0	-19	21
CC(O)CNc1nc2c(c(=O)n(C)c(=O)n2C)n1Cc1cccc(C(F)(F)F)c1 (configuration not stated)	-1.6	-6	3
O=C(NC1CCCCCCC1)c1cc(F)c(F)cc1Cl	-0.8	-16	16
COc1ccc2c(c1)c(C(=O)N/N=C/c1cccc(Br)c1)c(C)n2C	-0.8	-11	21
Cc1c(NC(=O)Nc2ccc(Cl)cc2Cl)c(=O)n(-c2ccccc2)n1C	-1.4	-22	-74
CN(C)NC1CC(=O)N(c2ccccc2)C1=O (configuration not stated)	-1.0	-1	26
COc1ccccc1OCC(=O)Nc1ccccc1C(=O)Nc1cccc(C(=O)O)c1	0.4	-23	33
COc1ccc(OC)c(S(=O)(=O)Nc2ccccc2O)c1	0.5	-17	23
COc1ccc(NC(=O)CSc2nccn2C)c([N+](=O)[O-])c1	0.6	-12	19
CCOc1ccc(S(=O)(=O)NCCc2cn3ccccc3n2)cc1	-4.3	-12	4
CSc1ncccc1C(=O)OCC(=O)Nc1ccc(S(=O)(=O)N2CCCC2)cc1	-1.0	3	2
N=c1sccn1CC(=O)Nc1ccc(Cl)cc1[N+](=O)[O-]	0.4	-21	53
Cc1ccc(NCc2nc3ccccc3n2C)cc1C	-0.6	-19	6
CCOC(=O)N1CCN(C(=O)CSCC(=O)Nc2nc(-c3ccc4c(c3)OCO4)cs2)CC1	0.1	-18	11
CC(=O)c1cccc(N(CC(=O)Nc2cc(C)cc(C)c2)S(C)(=O)=O)c1	-1.0	-22	25
CC1CCN(S(=O)(=O)c2ccc3c(c2)oc(=O)n3CC(=O)NCc2ccc3c(c2)OCO3)CC1	-0.5	-11	23
CCOC(=O)N1CCN(C(=O)c2ccc3c(=O)n4c(nc3c2)CCCCC4)CC1	1.1	-6	2
Cc1ccc(OCCC(=O)Nc2ccc(S(=O)(=O)N3CCCC3)cc2)cc1	x	-18	-1
CCc1ccccc1NC(=O)CNC(=O)c1cn(Cc2ccccc2)nc1-c1cccnc1	0.0	-15	7
COc1ccc(-c2nc(C)c(C(C)=O)n2O)cc1	-0.1	-15	18
O=C(NNC(=S)Nc1cccc(C(F)(F)F)c1)c1cccc(Cl)c1	-0.8	-12	32
COC(=O)c1cc(NC(=O)Nc2cc(OC)ccc2OC)cc(C(=O)OC)c1	-1.0	-30	6
CN(C(=O)c1ccc(Cl)c(S(=O)(=O)N2CCOCC2)c1)c1ccccc1C(=O)O	0.3	-1	7
CCN(CC)S(=O)(=O)c1cc(C(=O)Nc2cc(C)on2)c(Cl)cc1Cl	-0.7	0	12
CCOC(=O)Nc1cc(C(=O)OC)ccc1C	-0.7	5	7
O=C(O)c1cc(NS(=O)(=O)c2ccc(NC3CCCCC3)c([N+](=O)[O-])c2)cc(C(=O)O)c1	-1.5	-2	11
CC(=O)c1cccc(CN2CCCC(CCC(=O)NCc3ccc(F)c(F)c3)C2)c1 (configuration not stated)	0.1	-33	13
Cc1cc(S(=O)(=O)N2CCN(c3ccccc3C)CC2)ccc1F	-0.5	-13	30
CC(C)CNC(=O)c1cc([N+](=O)[O-])ccc1N1CCCCC1	-1.2	-28	36
CCCOc1cccc(C2C(C(=O)c3cc4ccccc4o3)=C(O)C(=O)N2c2cc(C)on2)c1 (configuration not stated)	-1.9	-8	3
CCCN(CCC)CC(O)Cn1c2ccccc2c2ccccc21 (configuration not stated)	-0.6	-28	24
Cc1ccc(S(=O)(=O)N2CCOCC2)cc1C(=O)Nc1ccc(-c2cn3ccsc3n2)cc1	0.6	8	58
COc1ccc(CNC(=O)C2CCC(CNC(=O)[C@@H]3Cc4ccccc4CN3)CC2)cc1 (some centres not stated)	-0.8	-14	9
CCNC(=S)/N=C(\N)Nc1nc(C)c2cc(C)ccc2n1	x	-21	63
O=C(Oc1ccc(F)cc1C(=O)/C=C/c1cccs1)c1cccc([N+](=O)[O-])c1	0.4	-5	32
CS(=O)(=O)N(CC(=O)NCCc1ccccc1)C1CCCCC1	11	-21	-1
Cc1ccc(/C=N/N=C2/NC(=O)C(CC(=O)Nc3ccc(Cl)cc3)S2)o1 (configuration not stated)	-1.0	-3	9
Cc1ccc(CN2CCCN(Cc3c(C)cc(C)cc3C)S2(=O)=O)cc1	-0.6	-16	9
CCOC(=O)Cn1c(N2CCOCC2)nc2c1c(=O)[nH]c(=O)n2C	-0.5	-14	6
O=C1c2ccccc2-c2ccc(C(=O)N3CCOCC3)cc21	x	-21	60*
O=C(N/N=C/c1ccc(-c2ccccc2[N+](=O)[O-])o1)c1cncc(Br)c1	1.4	-26	34
Cc1ccc(S(=O)(=O)NNC(=O)c2ccccc2O)cc1	-1.2	-21	5
Cc1ccc(-n2cc(C(C)(C)C)[nH]c2=S)cc1	0.0	-25	25

Single values from the entries so far:
OX1R antag-2, `CC(C)CNC(=O)c1cc([N+](=O)[O-])ccc1N1CCCCC1` = 36
OX1R antag-2, `Cc1c(NC(=O)Nc2ccc(Cl)cc2Cl)c(=O)n(-c2ccccc2)n1C` = -74
STK33 kinase inh, `CN(C)NC1CC(=O)N(c2ccccc2)C1=O` (configuration not stated) = -1.0

Next section
SMILES	STK33 kinase inh	OX1R antag-1	OX1R antag-2
CCC(C)(C)n1nnnc1C(c1cccs1)N1CCN(Cc2ccccc2)CC1 (configuration not stated)	-1.4	-24	5
CC1CCN(C(=S)Nc2ccc3nc4n(c(=O)c3c2)CCCCC4)CC1	-0.8	-9	40
CC1CCN(c2ccc3c(c2)S(=O)(=O)c2cccc(C(=O)NCc4ccc(F)cc4)c2C3=O)CC1	-0.7	-4	0
Fc1ccc(-c2nnc(SCc3ncc(-c4ccccc4)o3)n2CC2CCCO2)cc1 (configuration not stated)	0.9	-12	28
C#CCOCCOCCOCCNc1nc(N2CCN(C(=O)[C@H](CCCN=C(N)N)n3cc(C(N)[C@H](C)CC)nn3)CC2)nc(N2CCN(C(=O)[C@H](CC(N)=O)n3cc(C(N)[C@@H](C)CC)nn3)CC2)n1 (some centres not stated)	-0.7	-10	-2
Cc1nnc(-c2ccccc2)nc1N1CCOCC1	-1.6	-14	26
Nc1nnc(-c2ccccc2)c(-c2ccccc2)n1	0.1	-12	2
CCOC(=O)c1c(NC(=O)c2nc3n(n2)C(C(F)F)CC(C)N3)sc2c1CCCC2 (configuration not stated)	-4.0	-9	-6
CC(C)[C@H](NC(=O)N1c2ccccc2NC(=O)[C@@H]1C(C)C)C(=O)N[C@@H](C(=O)O)c1ccccc1	-0.2	0	10
Cc1cc(NC(=O)CCC(=O)N(C(C(=O)NC(C)(C)C)c2ccccc2Cl)C(C)(C)C)no1 (configuration not stated)	-1.2	-28	13

In a second layout: entries from further up.
Under each structure – STK33 kinase inh | OX1R antag-1 | OX1R antag-2
- Fc1ccc(-c2nnc(SCc3ncc(-c4ccccc4)o3)n2CC2CCCO2)cc1 (configuration not stated)
  0.9 | -12 | 28
- C#CCOCCOCCOCCNc1nc(N2CCN(C(=O)[C@H](CCCN=C(N)N)n3cc(C(N)[C@H](C)CC)nn3)CC2)nc(N2CCN(C(=O)[C@H](CC(N)=O)n3cc(C(N)[C@@H](C)CC)nn3)CC2)n1 (some centres not stated)
  -0.7 | -10 | -2
- Cc1nnc(-c2ccccc2)nc1N1CCOCC1
  -1.6 | -14 | 26
- Nc1nnc(-c2ccccc2)c(-c2ccccc2)n1
  0.1 | -12 | 2
- CCOC(=O)c1c(NC(=O)c2nc3n(n2)C(C(F)F)CC(C)N3)sc2c1CCCC2 (configuration not stated)
  -4.0 | -9 | -6
- CC(C)[C@H](NC(=O)N1c2ccccc2NC(=O)[C@@H]1C(C)C)C(=O)N[C@@H](C(=O)O)c1ccccc1
  -0.2 | 0 | 10
- Cc1cc(NC(=O)CCC(=O)N(C(C(=O)NC(C)(C)C)c2ccccc2Cl)C(C)(C)C)no1 (configuration not stated)
  -1.2 | -28 | 13

(listing goes on)
SMILES	STK33 kinase inh	OX1R antag-1	OX1R antag-2
COc1ccc(NC(=O)CS(=O)(=O)c2ccccc2)cc1	0.6	-22	-4
O=C(CSc1nc2ccccc2n1-c1ccccc1)NCC1CCCO1 (configuration not stated)	-0.6	-15	35
CC1CCCC(NC(=O)COC(=O)[C@@H]2CC(O)CN2S(=O)(=O)c2ccc3c(c2)OCCO3)C1C (some centres not stated)	2.4	-18	9
Cc1cc(-c2ccccc2)n2ncc(C#N)c2n1	0.5	-24	10
O=C1N(Cc2ccccc2)CCCC12CCCN(Cc1ccccc1)C2=O	-0.2	-27	18
O=C(CNc1cc(S(=O)(=O)N2CCCC2)ccc1OCC(F)(F)F)Nc1ccc(SC(F)F)cc1	-0.8	-3	9
CCCCn1c(N)c(N(CCOC)C(=O)c2cc3c(s2)CCCCC3)c(=O)[nH]c1=O	-0.5	-17	6
Cc1ccc(C(=O)OCC(=O)NC(=O)c2cccn2C)cc1	0.2	-6	17
COc1ccc([N+](=O)[O-])cc1NC(=O)c1ccc(CN(c2ccc(C)c(C)c2)S(C)(=O)=O)cc1	-0.5	-9	10
CC(=O)c1cccc(NC(=O)c2ccc(N(Cc3ccccc3C)S(C)(=O)=O)cc2)c1	-7.6	24	22

In the list so far, 2 contain a tert-butyl group.
SMILES	STK33 kinase inh	OX1R antag-1	OX1R antag-2
Cc1ccc(-n2cc(C(C)(C)C)[nH]c2=S)cc1	0.0	-25	25
Cc1cc(NC(=O)CCC(=O)N(C(C(=O)NC(C)(C)C)c2ccccc2Cl)C(C)(C)C)no1 (configuration not stated)	-1.2	-28	13

Later entries.
SMILES	STK33 kinase inh	OX1R antag-1	OX1R antag-2
CCn1c(SCC(=O)N2CCOCC2)nnc1-c1cccs1	2.3	-12	2
CC(C)(C)C1CCC(=NNC(=O)c2cc(-c3ccccc3)n[nH]2)CC1 (configuration not stated)	0.1	-17	57
Cc1cc(C)n(-c2nc(NC(C)C)nc(NC(C)C)n2)n1	-0.5	-24	8
O=C(NCc1ccccc1Cl)C1CCN(S(=O)(=O)c2ccc(N3CCCC3=O)cc2)CC1	-1.8	-17	20
COc1ccccc1C1C(C(C)=O)=C(O)C(=O)N1CCc1ccccc1 (configuration not stated)	-1.2	-24	32
O=C(Cc1ccccc1Cl)Nc1cc(S(=O)(=O)N2CCOCC2)ccc1N1CCOCC1	0.3	-25	3
